High-throughput results: PubChem BioAssay, several laboratories
Rev-erbA mod: Rev-erb alpha (human) modulation; hit rate 0.79% among 370,000; Rev-erbα–FITC-DNA binding, fluorescence polarization, 90 min; P20393; AID 1259318; activity, % at 10 µM;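 active means activity above about 14%, limit read from the data; passing the limit was not always enough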;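 further: 0% = DMSO wells with 35 nM protein and 100% = DMSO wells with 750 nM protein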
proKLK7 act: activators of human kallikrein-7 zymogen; purified proKLK7, EDANS-DABCYL substrate fluorescence; 100% is mature enzyme control, 0% vehicle; hit rate 0.9% among 370,000; activation, % at 7 µM; AID 652039; P49862;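 active means activation above the mean of all tested compounds plus 3 SD, computed per campaign excluding outliers beyond control limits, cut at about 13% in these data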
Target sequence (P49862 whole entry, looked up): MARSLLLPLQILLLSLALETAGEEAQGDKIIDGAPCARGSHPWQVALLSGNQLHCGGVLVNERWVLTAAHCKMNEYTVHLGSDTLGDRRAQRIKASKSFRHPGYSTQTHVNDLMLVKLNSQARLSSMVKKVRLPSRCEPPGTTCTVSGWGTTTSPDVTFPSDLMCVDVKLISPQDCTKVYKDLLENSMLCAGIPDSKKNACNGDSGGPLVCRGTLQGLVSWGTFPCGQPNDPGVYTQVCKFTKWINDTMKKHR
PLCg1 inh: blocks human PLC-gamma1 enzyme activity. P19174. purified PLC-gamma1, fluorogenic substrate, fluorescence. inhibition, % at 12.2 µM. hit rate 0.84% among 370,000; in the data active means inhibition above about 9.5%
ARFGAP1 inhibitor: rat ARFGAP1 inhibition | hit rate 0.26% among 360,000 | inhibition, % at 16.5 µM | Arfgap1-stimulated ARF1 GTP hydrolysis, GDP FP detection | Q62848 | AID 651572;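 active means inhibition above a per-plate limit, mean inhibition of low control wells plus 3 SD, cut at about 25% in these data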;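 further: 0% = DMSO wells with enzyme and 100% = wells lacking Arfgap1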
Target sequence (Q62848 1-136 limits assumed): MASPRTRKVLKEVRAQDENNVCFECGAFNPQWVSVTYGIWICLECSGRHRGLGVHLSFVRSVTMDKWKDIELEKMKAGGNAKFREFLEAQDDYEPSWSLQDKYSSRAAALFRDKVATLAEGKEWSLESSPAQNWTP
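Assay system: Rat Arfgap1 GAP domain (His6, aa 1-136), purified enzyme | Buffer or medium: HEPES 25 mM pH 7.5, NaCl 150 mM, MgCl2, DTT | Schedule: GTP hydrolysis reaction 2 h at 25 °C | Signal: FP of antibody-bound GDP Alexa 633 tracer, ex 620/em 688 nm | Measure: Percent inhibition of Arfgap1-stimulated GTP hydrolysis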
UHRF1 binding: human UHRF1 methylated DNA binding inhibitors; inhibition, % at 4.4 µM; hit rate 0.75% among 370,000; AID 687016; Q96T88; UHRF1 binding to methylated oligo, TR-FRET; in the data active means inhibition above about 21%;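 further: UHRF1 SRA domain binding a hemimethylated CpG hairpin DNA probe; 0% = median of test compound wells and 100% = reference inhibitor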
DDE Tn7 FP inh: DD(E)-Tn7 binding inhibition, primary FP screen. P02675. FP displacement of FITC-Tn7 peptide from fibrin DD(E); 0% = median of compound wells per plate. inhibition, % at 8.3 µM. hit rate 0.13% among 370,000;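 active means inhibition above the mean of compounds falling within the control limits plus 3 SD of them, cut at about 14% in these data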;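 further: 0% = plate median of compound wells and 100% = 10 µM Aha-Tn7 peptide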
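System: human fibrin DD(E); quantity: Fibrin-DD(E) at 2 µM final; also added: fluorescent Tn7 probe at 0.1 µM; compound dosing: single nominal test concentration of 8.3 µM per compound; schedule: 10 min preincubation, 3 h with tracer, room temperature; detection: fluorescence polarization of the labelled Tn7 tracer; repeats: one replicate per compound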
ASAP1 inh: inhibitors of human ASAP1 ArfGAP activity. Q9ULH1. ASAP1-stimulated ARF1 GTP hydrolysis, GDP FP detection. inhibition, % at 16.5 µM. hit rate 0.19% among 360,000. AID 624377; in the data active means inhibition above about 25%;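 further: 0% = vehicle with enzyme and substrate and 100% = no enzyme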
Target sequence (Q9ULH1 325-724 limits assumed): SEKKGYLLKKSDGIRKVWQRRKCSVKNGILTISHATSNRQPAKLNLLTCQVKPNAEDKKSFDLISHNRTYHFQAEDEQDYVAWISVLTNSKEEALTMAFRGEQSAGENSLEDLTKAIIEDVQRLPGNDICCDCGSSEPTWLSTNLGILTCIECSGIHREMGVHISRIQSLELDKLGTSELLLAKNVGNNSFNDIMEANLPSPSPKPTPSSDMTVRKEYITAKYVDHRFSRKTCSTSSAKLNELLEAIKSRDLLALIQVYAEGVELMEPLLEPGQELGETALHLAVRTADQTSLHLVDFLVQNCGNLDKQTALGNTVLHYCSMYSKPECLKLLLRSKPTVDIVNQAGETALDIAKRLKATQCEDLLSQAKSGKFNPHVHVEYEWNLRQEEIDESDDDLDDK
Tn6 DDE FP: disrupts Tn6 cyclic peptide binding to fibrin D-Dimer-E complex; P02675; Fibrin DD(E) TRITC-Tn6 fluorescence polarization displacement; inhibition, % at 8.3 µM; hit rate 0.21% among 370,000;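 active means inhibition above a per-campaign cutoff: mean of compounds within control limits plus 3 SD, cut at about 15% in these data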;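 further: 0% = median of all compound wells on the plate and 100% = blocking peptide control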
HGIII-sPLA2 inh: Inhibits HGIII-sPLA2 liposome hydrolysis, primary screen; Q9NZ20; QFRET BODIPY PC-A2 liposome hydrolysis, fluorescence; inhibition, % at 12.2 µM; hit rate 0.56% among 370,000; AID 743126;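 active means inhibition above mean plus 3 SD of compounds lying within the high and low control bounds, cut at about 19% in these data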;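 further: 0% = median of test compound wells and 100% = no enzyme DMSO wells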
PLC-beta3 inh: inhibitors of human phospholipase C beta3; Purified PLC-beta3, fluorogenic substrate, fluorescence; inhibition, % at 12.2 µM; hit rate 0.18% among 370,000; Q01970; AID 720704; in the data active means inhibition above about 11%;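 further: 0% = median of compound wells on plate and 100% = full blocker control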
The depositor's hits bear a star. Outcome played no part in choosing rows. About 4.5% of those tested had a hit in this group.

smiles,PLCg1 inh,proKLK7 act,HGIII-sPLA2 inh,Tn6 DDE FP,PLC-beta3 inh,Rev-erbA mod,UHRF1 binding,DDE Tn7 FP inh,ASAP1 inh,ARFGAP1 inhibitor
O=C(CSc1nnnn1C1CCCCC1)N1c2ccccc2Sc2ccccc21,0.6,0.7,-0.5,-3.1,-1.0,2.1,2.7,5.1,-6.8,2.3
O=c1[nH]c2ccc(NC(=S)Nc3ccccc3Cl)cc2[nH]1,-1.1,-0.3,1.5,-2.6,-0.1,-2.6,-0.4,-2.1,-2.0,2.2
CSCCC(NS(=O)(=O)c1ccc(C)cc1)C(=O)NC1CCCCC1 (stereo not given),1.8,-0.4,4.6,-0.3,-3.3,-1.3,3.0,-12.3,4.2,10.8
Nc1nnc(Cc2ccc(Cl)cc2Cl)s1,0.8,-0.2,0.4,-5.8,1.2,-0.9,-1.9,-4.1,-1.7,-8.9
COc1ccc(CCNC(=O)C(=O)NCC2OCCN2S(=O)(=O)c2ccc3c(c2)OCCO3)cc1 (stereo not given),-1.0,0.7,0.0,0.4,-6.4,2.3,-1.5,1.2,0.3,10.7
COc1ccc(-c2csc(N)n2)cc1,-0.8,0.2,5.5,-0.6,1.2,-0.7,1.6,-6.8,-2.2,-4.2
CSc1cccc(NC(=O)C2CC(=O)N(Cc3ccccc3)C2)c1 (stereo not given),3.0,0.3,-6.3,-6.5,-5.2,-1.4,5.2,6.1,-8.4,-2.9
CC(=O)N[C@@H](Cc1c[nH]c2ccccc12)C(=O)OCc1ccc(C#N)cc1,1.2,0.0,-45.8,3.8,-5.3,-0.3,0.1,4.2,-0.4,-12.6
C[C@@H]1O[C@H](CCc2cccc(Cl)c2)CC2=C1C(=O)OC(C)(C)O2,0.6,0.1,5.3,-4.3,1.4,-2.4,-2.5,2.8,-1.2,-12.5
CCOc1cc(/C=N/n2c(COc3ccccc3)n[nH]c2=S)ccc1O,3.5,-0.4,8.8,6.2,1.7,3.8,-1.4,4.5,11.7,-4.7
Cc1c(C(=O)Nc2ccc(-c3nnc4n3CCCCC4)cc2)oc2c1ccc1ccccc12,-16.9,-1.7,-2.6,3.1,-14.8,0.8,0.1,-3.6,4.8,2.0
Cc1cccc(OCC(=O)N(Cc2ccco2)C2CCS(=O)(=O)C2)c1C (stereo not given),-4.1,0.6,-5.7,-1.1,0.7,10.1,-1.7,0.8,5.7,-2.8
O=C1COC(c2ccccc2)C2CCCCN12 (stereo not given),5.0,-0.1,6.0,-4.3,5.9,-4.1,3.6,-8.5,16.8,8.4
Cn1c(N)c(C(=O)COC(=O)CCCc2nc3ccccc3s2)c(=O)n(C)c1=O,4.8,0.3,-0.4,3.5,10.4,-1.8,5.1,-7.3,12.5,5.7
CCN1CCN(c2ccc(NC(=O)c3ccc(Br)o3)cc2)CC1,0.5,-0.7,0.8,4.8,-13.7,0.3,-0.9,-3.4,-0.7,-0.3
O=C1NC(=O)c2cc([N+](=O)[O-])cc3cccc1c23,-24.0,0.6,3.5,-1.5,-38.4,-5.0,-13.4,-2.4,-0.8,10.3
CCCc1nnc(SCC(=O)N2CCCCC2C)n1CC (stereo not given),2.5,0.0,1.7,-1.9,1.8,-6.6,2.0,3.1,-3.4,-0.1
Cc1nc2ccc(NC(=O)c3cc(Cl)ccn3)cc2s1,-6.3,-0.1,-5.8,-2.1,-12.6,8.3,0.2,-1.9,-1.1,7.7
COC(=O)C1=C(C)NC(C)=C(C(=O)OC)C1C(=O)OCC(=O)c1ccc(F)cc1,-23.6,0.0,-6.8,-0.6,-31.8,-0.3,-1.5,-5.2,9.6,-7.6
COCCCNC(=O)c1nc2ccccc2c(=O)n1NC(=O)Nc1c(Cl)cccc1Cl,3.7,-0.4,-2.8,7.4,5.3,-5.7,0.4,-3.1,1.4,5.0
Cn1cc(S(=O)(=O)N2CCN(c3cccc(C(F)(F)F)c3)CC2)c(=O)n(C)c1=O,2.6,-0.1,12.2,2.1,0.0,-2.4,-0.7,0.6,-4.2,-5.4
CC1CCCCC1NC(=O)c1cc(Cl)nc2ccccc12 (stereo not given),-5.5,-0.7,-2.9,5.6,-3.6,4.5,-0.2,4.5,-0.6,-12.4
CCOc1ccc(S(=O)(=O)Nc2cccc(C(=O)N3CCN(c4cccc(OC)c4)CC3)c2)cc1,-1.4,-0.2,-27.8,0.5,-10.2,2.3,-2.6,1.6,-12.8,9.0
CC(/C=C/c1cccc([N+](=O)[O-])c1)=N\NC(=O)c1ccncc1,13.1*,-0.5,14.3,-0.8,0.9,10.2,3.5,3.9,-0.6,4.5
CCOC(=O)Cc1c(C)nc2cc(-c3ccc(C(C)(C)C)cc3)[nH]n2c1=O,-2.7,0.0,-3.8,-9.6,-6.2,-2.6,-5.7,2.0,-2.9,0.7
Nc1ccn(-c2ccc(Cl)cc2)c(=O)c1,1.4,-0.5,4.2,7.6,2.1,4.9,4.2,-7.5,3.6,-1.2
Cc1ccc(C2=NN(S(C)(=O)=O)C(c3ccc4c(c3)OCO4)C2)cc1 (stereo not given),1.0,0.3,-8.1,3.5,-2.8,1.4,-4.5,-3.8,10.3,11.7
COC(=O)c1nn(-c2ccccc2)c(Cl)c1/C=N/OC(=O)c1ccc(Cl)c(Cl)c1,1.9,0.3,-4.5,2.3,-1.8,4.6,-2.7,1.0,4.3,-3.0
O=C(COc1ccc(S(=O)(=O)NC2CCCCC2)cc1)NCCC1=CCCCC1,2.5,0.6,-25.1,2.8,1.3,4.1,-2.9,5.2,-13.8,1.1
Cc1ccccc1NC(=O)CSc1ccncc1,-4.5,-0.2,10.1,-5.4,-9.8,1.4,1.4,-2.5,-6.6,-10.9
Cc1ccc(-n2nnnc2SC(C)C(=O)NCC(=O)Nc2ccc(F)c(F)c2F)c(C)c1 (stereo not given),4.0,-0.7,-25.6,-2.2,-1.7,2.4,1.0,3.2,-8.8,-7.8
Cc1oc(-c2ccccc2F)nc1CSCC(=O)NC1CC1,1.3,0.1,6.0,9.4,-4.0,4.4,-2.4,-2.4,-1.2,7.6
O=C(COC(=O)C1CCC(=O)N1)Nc1ccccc1OC(F)F (stereo not given),-0.8,0.6,2.9,-0.1,1.3,-8.4,-0.1,1.8,-1.6,3.9
Cc1n[nH]c(=O)nc1NCC1CCCO1 (stereo not given),0.4,-0.1,0.9,5.3,-0.1,-2.4,-0.5,3.0,-13.1,7.0
O=C(NC1CCCc2ccccc21)c1cccc(S(=O)(=O)N2CCOCC2)c1 (stereo not given),6.1,0.4,0.9,1.4,0.7,0.9,0.2,-0.9,-0.3,11.3
COC(=O)C(Cc1ccc(O)cc1)NC(=O)CCc1nc2ccccc2s1 (stereo not given),0.6,0.5,1.3,12.7,-6.1,2.4,-0.3,-3.0,-15.0,0.3
COC(=O)c1oc2ccccc2c1NC(=O)c1ccccc1O,-14.6,0.7,-12.8,-6.0,-20.6,6.1,-0.3,-0.6,-10.6,-7.2
Oc1ccc(N=Nc2ccccc2C(F)(F)F)c2cccnc12,2.7,-0.5,6.5,-0.4,-5.6,23.2*,-1.7,9.2,-3.3,11.2
CCOC(=O)N1CCN(C(=O)COC(=O)CSc2cc(C)c(Br)cc2C)CC1,0.7,0.1,-10.3,-4.2,-5.4,-0.5,-0.2,1.4,2.7,14.7
O=S(=O)(O)c1cc(O)c2cc(Nc3ccccc3)ccc2c1,-237.2,-39.9,5.6,-2.0,-313.4,-31.0,32.5*,-8.3,-5.0,6.3
CCOC(=O)c1ccccc1NC(=O)CC1SC(=NC)N(C)C1=O (stereo not given),1.5,0.2,-6.1,-1.1,0.8,-3.5,-3.0,-1.5,-5.0,2.2
COC(=O)c1sccc1-n1cc(C#N)c(=O)n(C)c1=O,-3.1,-0.1,1.9,-5.6,-18.8,1.7,0.3,7.1,-8.5,-7.9
Cc1ccccc1NS(=O)(=O)c1ccc(Cl)cc1,-0.9,-0.1,-9.5,2.6,-1.7,-2.5,17.7,0.6,11.6,8.7
Cc1ccc(CCNC(=O)CSCc2ccc(F)cc2)cc1,-3.4,-0.4,-3.2,6.0,-8.6,-1.9,-0.9,6.7,-18.4,-0.1
O=C(COc1ccccc1)NCC(=O)N/N=C/c1ccco1,0.1,0.1,0.1,-1.5,3.9,-3.5,-7.5,-0.8,8.6,14.8
O=C(NCCC1=CCCCC1)C(=O)NCC1OCCCN1S(=O)(=O)c1ccc(F)cc1 (stereo not given),3.1,0.2,-0.2,-12.1,-0.7,6.3,-2.6,-1.1,13.7,-7.1
Cn1c(CCC(=O)Nc2ccc(N3CCOCC3)cc2)nc(=O)c2ccccc21,-5.1,-0.6,4.2,-0.6,-1.3,0.3,3.3,1.9,-11.3,20.9
CCOc1ccc(/C=N/Nc2ccc(Cl)nn2)c(O)c1,-1.9,-0.3,1.3,-5.5,-4.6,-3.8,-2.0,-0.2,-0.8,-8.6
COc1ccccc1P(=O)(Cc1ccccc1[N+](=O)[O-])c1ccccc1 (stereo not given),0.8,0.0,0.1,-4.9,0.3,-1.5,-2.3,-0.6,-0.6,-5.8
O=C(O)COc1ccc(/C=N/NC(=O)C2CCCN2S(=O)(=O)c2ccc(Cl)cc2)cc1 (stereo not given),1.7,0.7,-3.0,-8.0,8.1,0.7,-0.3,0.2,7.4,8.5
COC(=O)c1ccccc1N=Nc1c(C)n[nH]c1C,5.4,-0.3,-5.3,-2.6,-0.5,-2.6,-3.1,-1.3,-1.7,1.3
Cc1ccc(S(=O)(=O)N2[C@@H](Cc3ccccc3)CO[C@H]2CC(=O)c2cccc3ccccc23)cc1,0.5,0.2,-12.2,3.9,1.3,1.2,-1.0,-0.5,-5.6,-4.3
CC1(C)C2CC[C@]3(C)C(CC=C4[C@@H]5C[C@@](C)(CO)[C@@H](O)C[C@]56C[C@@H](OC6=O)[C@]43C)[C@@]2(C)CC[C@@H]1O (stereo not given in full),1.3,-0.4,-4.0,0.4,5.1,-3.3,-0.3,-3.3,1.3,7.2
CCOc1ccccc1C(=O)Nc1cccc(-c2ccc(N3CCOCC3)nn2)c1,-1.6,-0.2,-7.9,0.8,-12.4,-0.1,0.6,-7.0,0.0,0.7

Single records (already shown). Order of values: PLCg1 inh | proKLK7 act | HGIII-sPLA2 inh | Tn6 DDE FP | PLC-beta3 inh | Rev-erbA mod | UHRF1 binding | DDE Tn7 FP inh | ASAP1 inh | ARFGAP1 inhibitor
`CCOC(=O)N1CCN(C(=O)COC(=O)CSc2cc(C)c(Br)cc2C)CC1` across the screens: 0.7 | 0.1 | -10.3 | -4.2 | -5.4 | -0.5 | -0.2 | 1.4 | 2.7 | 14.7
`O=C(O)COc1ccc(/C=N/NC(=O)C2CCCN2S(=O)(=O)c2ccc(Cl)cc2)cc1` (stereo not given) across the screens: 1.7 | 0.7 | -3.0 | -8.0 | 8.1 | 0.7 | -0.3 | 0.2 | 7.4 | 8.5
